MITF inh: blocks human microphthalmia-associated transcription factor; AID 1259374; inhibition, % at 2.6 µM; actives 0.91% (n = 650,000); O75030; AlphaScreen MITF homodimerization, bead proximity signal; in the data active means inhibition above about 50%;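 further: 0% = vehicle wells with protein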
Target sequence (O75030 whole entry, looked up): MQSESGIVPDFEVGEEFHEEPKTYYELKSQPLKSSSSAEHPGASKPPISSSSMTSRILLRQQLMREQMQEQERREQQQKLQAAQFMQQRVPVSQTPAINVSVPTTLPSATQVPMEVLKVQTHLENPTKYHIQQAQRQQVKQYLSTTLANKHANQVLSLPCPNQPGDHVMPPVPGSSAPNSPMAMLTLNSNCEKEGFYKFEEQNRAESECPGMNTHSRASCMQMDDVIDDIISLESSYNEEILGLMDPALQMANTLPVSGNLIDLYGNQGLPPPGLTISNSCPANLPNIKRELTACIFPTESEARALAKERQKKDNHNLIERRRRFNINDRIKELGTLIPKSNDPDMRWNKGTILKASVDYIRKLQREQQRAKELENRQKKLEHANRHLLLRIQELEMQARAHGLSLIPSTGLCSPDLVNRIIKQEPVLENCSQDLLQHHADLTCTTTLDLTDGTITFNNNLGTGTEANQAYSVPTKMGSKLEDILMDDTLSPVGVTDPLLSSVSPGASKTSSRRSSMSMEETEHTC
FBW7 activator: human FBW7 E3 ligase activation, primary screen | AlphaScreen FBW7–phospho-cyclin E peptide binding, activator screen | AID 1259310 | actives 0.13% (n = 650,000) | Q969H0 | normalized activity (activation), % at 26.1 µM; in the data active means normalized activity above about 1.9%;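 further: purified mutant Fbw7 with reduced substrate affinity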
TEAD-YAP block: TEAD-YAP interaction inhibition. HEK-TIYL cells, TEAD-Gal4/YAP UAS-luciferase luminescence. inhibition, % at 9.12 µM. actives 1.4% (n = 640,000); in the data active means inhibition above about 32%;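 further: 0% = median of test compound wells and 100% = reference inhibitor wells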
GPR151 ag: human GPR151 activation; Q8TDV0; PathHunter beta-arrestin GPR151 cells, luminescence; activation, % at 11.2 µM; actives 1% (n = 650,000); AID 1508602; in the data active means activation above about 4.9%;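 further: 0% = median of compound wells and 100% = cells with positive control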
Target sequence (Q8TDV0 whole entry, looked up): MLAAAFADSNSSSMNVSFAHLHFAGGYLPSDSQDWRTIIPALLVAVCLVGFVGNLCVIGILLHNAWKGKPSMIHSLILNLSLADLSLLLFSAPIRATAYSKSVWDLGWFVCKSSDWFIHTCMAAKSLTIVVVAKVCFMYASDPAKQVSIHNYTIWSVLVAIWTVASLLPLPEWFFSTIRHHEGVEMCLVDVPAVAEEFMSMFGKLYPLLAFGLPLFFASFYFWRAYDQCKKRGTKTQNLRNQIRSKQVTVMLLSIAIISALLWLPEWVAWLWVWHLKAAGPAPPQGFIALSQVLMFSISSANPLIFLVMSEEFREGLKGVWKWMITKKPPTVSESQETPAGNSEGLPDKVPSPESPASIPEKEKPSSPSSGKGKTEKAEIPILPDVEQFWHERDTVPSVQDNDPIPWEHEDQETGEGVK
Active calls of the source: *.

CCOC(=O)c1c(C)n(-c2ccc(Cl)cc2)c2c1cc(O)c1ccccc12 was read as MITF inh 6.0, FBW7 activator 0.1, TEAD-YAP block -6.7 and GPR151 ag 0.5.
`O=C(N/N=C/c1cccnc1)c1cc(Br)ccc1OCc1ccccc1` gave MITF inh 23.3, FBW7 activator 0.0, TEAD-YAP block 32.8* and GPR151 ag -1.5.
O=C(Cn1nnc(-c2ccc(NC(=O)c3ccccc3F)cc2)n1)NCc1ccc(F)cc1 was read as MITF inh -3.0, FBW7 activator -0.1, TEAD-YAP block -15.1 and GPR151 ag -0.3.
COc1ccc(NCc2nnc3n2CCCCC3)cc1OC was read as MITF inh -5.9, FBW7 activator 0.0, TEAD-YAP block 1.1 and GPR151 ag 1.6.
CCOc1ccccc1Cc1nc2ccccc2[nH]c1=O was read as MITF inh -5.5, FBW7 activator 0.0, TEAD-YAP block 11.2 and GPR151 ag 0.1.
COc1cc(C(=O)Nc2cc(C)c(O)cc2C)cc(OC)c1OC was read as MITF inh -6.0, FBW7 activator 0.0, TEAD-YAP block 4.7 and GPR151 ag 6.1*.
COc1ccc(S(=O)(=O)N2CCCCC2)cc1C(C)C was read as MITF inh -3.1, FBW7 activator 0.1, TEAD-YAP block 0.4 and GPR151 ag -0.2.
Cc1cc(C)c(NC(=O)NC(=O)C(Cl)(Cl)Cl)c(C)c1 was read as MITF inh -13.2, FBW7 activator -0.2, TEAD-YAP block -3.6 and GPR151 ag 1.0.
COCCNc1ccc2ncc(-c3ccc(C(=O)OC)cc3)n2n1 was read as MITF inh -2.4, FBW7 activator 0.0, TEAD-YAP block 7.9 and GPR151 ag 2.2.
`Cc1noc(C)c1-c1cc(C(=O)NCc2cccc(C(F)(F)F)c2)ccn1` gave MITF inh -7.7, FBW7 activator 0.1, TEAD-YAP block -9.6 and GPR151 ag -0.1.
For COc1ccc(N2CCN(C(CNC(=O)COc3ccc(Cl)cc3)c3ccco3)CC2)cc1 (stereo not drawn) the results were MITF inh 2.6, FBW7 activator 0.1, TEAD-YAP block 1.1 and GPR151 ag 3.6.
For CCCc1c(C(=O)OCC)c(C(=O)OCC)c2c(-c3ccccc3)nc(N3CCOCC3)nn12 the results were MITF inh -6.5, FBW7 activator 0.3, TEAD-YAP block -8.9 and GPR151 ag -0.8.
`COc1ccc(/C=N/NC(=O)CN2CCSCC2)c(OC)c1` gave MITF inh 19.6, FBW7 activator 0.1, TEAD-YAP block 1.0 and GPR151 ag 1.3.
Screening CCC(=O)N1CCc2cc(S(=O)(=O)N3CCC(Cc4ccccc4)CC3)ccc21 returned MITF inh 8.1, FBW7 activator 1.5, TEAD-YAP block -10.9 and GPR151 ag -0.1.
For Cc1nc(N2CCCC(NCCc3ccccc3)CC2)nc2ccc(F)cc12 (stereo not drawn) the results were MITF inh 4.7, FBW7 activator 1.7, TEAD-YAP block -0.8 and GPR151 ag -1.1.
`CCOC(=O)/C=C(\C)N(Cc1ccccc1)Cc1ccccc1` gave MITF inh 15.3, FBW7 activator 0.0, TEAD-YAP block 1.0 and GPR151 ag -0.3.
Screening O=C(CSc1nc2ccccc2o1)N1CCC(Cc2ccccc2)CC1 returned MITF inh 1.3, FBW7 activator 0.7, TEAD-YAP block 5.2 and GPR151 ag -0.7.
`CC(C)c1ccccc1OCCN1CCCC1` gave MITF inh 27.2, FBW7 activator -0.1, TEAD-YAP block -3.9 and GPR151 ag -1.6.
For O=C(Cn1c(=O)c(C(F)(F)F)nc2ccccc21)NCc1ccccc1 the results were MITF inh 6.8, FBW7 activator 0.9, TEAD-YAP block 2.3 and GPR151 ag -0.8.
O=C(CNS(=O)(=O)c1cccs1)N1CCc2ccccc2C1 was read as MITF inh -9.0, FBW7 activator 0.1, TEAD-YAP block -44.3 and GPR151 ag 0.3.
O=C1Nc2cc(C(=O)N3CCN(Cc4ccc5c(c4)OCO5)CC3)ccc2NC1CS(=O)(=O)Cc1ccccc1Cl (stereo not drawn) was read as MITF inh -11.7, FBW7 activator -0.2, TEAD-YAP block 21.9 and GPR151 ag 0.4.
Screening C[C@H](O)[C@H]1NC(=O)[C@H]2CN(Cc3nc(-c4ccccc4)cs3)CCN2C1=O returned MITF inh -17.6, FBW7 activator -0.3, TEAD-YAP block -13.2 and GPR151 ag 0.4.
For O=C(CCC(=O)Nc1cc(C(F)(F)F)ccc1Cl)N/N=C\c1ccc(O)cc1O the results were MITF inh 10.1, FBW7 activator -0.5, TEAD-YAP block 43.7* and GPR151 ag 1.5.
For CC(=O)Nc1ccc(Nc2cc(C)nc3ccccc23)cc1 the results were MITF inh 5.4, FBW7 activator 0.0, TEAD-YAP block -0.9 and GPR151 ag 3.0.

Five records drawn at random from the list so far:
`COc1ccc(/C=N/NC(=O)CN2CCSCC2)c(OC)c1` gave MITF inh 19.6, FBW7 activator 0.1, TEAD-YAP block 1.0 and GPR151 ag 1.3.
For O=C(Cn1c(=O)c(C(F)(F)F)nc2ccccc21)NCc1ccccc1 the results were MITF inh 6.8, FBW7 activator 0.9, TEAD-YAP block 2.3 and GPR151 ag -0.8.
For CC(=O)Nc1ccc(Nc2cc(C)nc3ccccc23)cc1 the results were MITF inh 5.4, FBW7 activator 0.0, TEAD-YAP block -0.9 and GPR151 ag 3.0.
For O=C(CCC(=O)Nc1cc(C(F)(F)F)ccc1Cl)N/N=C\c1ccc(O)cc1O the results were MITF inh 10.1, FBW7 activator -0.5, TEAD-YAP block 43.7* and GPR151 ag 1.5.
Screening CCC(=O)N1CCc2cc(S(=O)(=O)N3CCC(Cc4ccccc4)CC3)ccc21 returned MITF inh 8.1, FBW7 activator 1.5, TEAD-YAP block -10.9 and GPR151 ag -0.1.

Next section
For CC1=C(C(=O)Nc2ccccc2C)C(c2ccco2)C(C#N)=C(SCC(=O)c2ccc(C)cc2)N1 (stereo not drawn) the results were MITF inh 3.3, FBW7 activator 0.0, TEAD-YAP block -2.6 and GPR151 ag 3.0.
CC(=O)/C(=C(/C)O)c1nc2ccccc2o1 was read as MITF inh -9.5, FBW7 activator 0.0, TEAD-YAP block -0.3 and GPR151 ag 1.4.
CCOc1cccc(CN2CCc3nnc(C(C)NC(=O)CCOC)n3CC2)c1O (stereo not drawn) was read as MITF inh -17.8, FBW7 activator 0.1, TEAD-YAP block -4.2 and GPR151 ag -0.7.
COc1ccc(/C=C(/NC(=O)c2ccc(Cl)cc2)C(=O)Nc2ccc(C)c(F)c2)cc1OC was read as MITF inh -17.6, FBW7 activator -0.1, TEAD-YAP block -3.2 and GPR151 ag 0.2.
For COc1cccc2c1OC(c1ccc3c(c1)OCO3)C([N+](=O)[O-])=C2 (stereo not drawn) the results were MITF inh 10.3, FBW7 activator 0.3, TEAD-YAP block -44.3 and GPR151 ag -1.5.
Screening CCOC(=O)C1CCCN(CC(O)COc2ccccc2C)C1 (stereo not drawn) returned MITF inh 5.8, FBW7 activator 0.8, TEAD-YAP block 1.2 and GPR151 ag -0.8.
Screening O=C(Cn1c(=S)[nH]c2ccccc2c1=O)NCc1cccnc1 returned MITF inh 3.3, FBW7 activator -0.1, TEAD-YAP block 4.2 and GPR151 ag 2.0.
CCOc1ccc(C2C(=O)N(C3CCCCCC3)CC(=O)N2Cc2ccccc2)cc1OC (stereo not drawn) was read as MITF inh -2.7, FBW7 activator -0.1, TEAD-YAP block -5.9 and GPR151 ag -0.7.
Screening Cc1cc(OCc2nc(-c3ccccc3)no2)ccc1Br returned MITF inh 2.3, FBW7 activator 0.0, TEAD-YAP block 0.4 and GPR151 ag 2.3.
Screening CCCCOc1ccc(C(=O)Nc2ccc3nn(-c4ccc(CC)cc4)nc3c2)cc1 returned MITF inh -9.8, FBW7 activator -0.2, TEAD-YAP block -4.1 and GPR151 ag 0.6.
Screening Cc1ccc(C(=O)On2c(C3CCCCC3)nc3ccccc3c2=O)cc1C returned MITF inh 14.0, FBW7 activator 0.1, TEAD-YAP block 2.0 and GPR151 ag 0.3.
Cc1ccc(-n2nnnc2SCC(=O)N2CCOCC2)cc1 was read as MITF inh 8.1, FBW7 activator 0.0, TEAD-YAP block -42.8 and GPR151 ag -1.4.
COc1ccc(/C(C)=N/NC(=O)C(C)Nc2ccccc2C)cc1 (stereo not drawn) was read as MITF inh -5.7, FBW7 activator 0.0, TEAD-YAP block -9.7 and GPR151 ag 3.6.
COc1ccc(CNC(=O)CN(C)S(=O)(=O)c2ccc3c(c2)SCC(=O)N3)cc1 was read as MITF inh 8.3, FBW7 activator -0.1, TEAD-YAP block -0.8 and GPR151 ag -1.6.
For CC(=O)c1cccc(NC(=O)N2CCN(c3ccccc3Cl)CC2)c1 the results were MITF inh 11.6, FBW7 activator 0.5, TEAD-YAP block 6.6 and GPR151 ag 0.4.
Cc1ccc(-c2ccc(=O)n(CC(=O)NCCN(C)C)n2)cc1 was read as MITF inh 2.4, FBW7 activator 0.6, TEAD-YAP block 16.4 and GPR151 ag 0.1.
Screening COCCCNC(=O)/C(C#N)=C/c1c(Oc2ccccc2OC)nc2ccccn2c1=O returned MITF inh 1.1, FBW7 activator -0.1, TEAD-YAP block 4.7 and GPR151 ag -6.3.
COc1cccc(N/C(SCc2ccc(C)cc2C)=C(/C#N)C(=O)NCCc2ccc(OC)c(OC)c2)c1 was read as MITF inh 8.1, FBW7 activator -0.2, TEAD-YAP block 10.6 and GPR151 ag 0.7.
For COc1cc(/C=N/n2c(C)nc3ccccc3c2=O)cc(OC)c1O the results were MITF inh 17.9, FBW7 activator 0.7, TEAD-YAP block -9.1 and GPR151 ag 4.6.
`O=S(=O)(c1ccc(-c2ccccc2)cc1)N1CCSC1c1ccc(Br)cc1` (stereo not drawn) gave MITF inh 8.9, FBW7 activator -0.1, TEAD-YAP block 6.8 and GPR151 ag 0.7.
For Cc1ccc(N2C(=O)SC3CS(=O)(=O)CC32)cc1 (stereo not drawn) the results were MITF inh -11.1, FBW7 activator -0.1, TEAD-YAP block -7.0 and GPR151 ag -1.9.
For CC1=C(C(=O)OC(C)C)C(c2ccc(Cl)cc2Cl)NC(=O)N1 (stereo not drawn) the results were MITF inh -8.1, FBW7 activator 0.0, TEAD-YAP block -10.9 and GPR151 ag 1.5.
`O=C(Nc1ccccc1C(F)(F)F)NN1CCOCC1` gave MITF inh 1.8, FBW7 activator 0.1, TEAD-YAP block 4.5 and GPR151 ag 3.4.
For O=C1CCC(C(=O)NCC2CCC3(CCN(Cc4ccccc4)CC3)O2)=NN1 (stereo not drawn) the results were MITF inh 4.0, FBW7 activator -0.2, TEAD-YAP block -4.3 and GPR151 ag -0.7.
CCN1C/C(=N\S(=O)(=O)/N=C2\CN(CC)C(=O)N2CC)N(CC)C1=O was read as MITF inh -10.1, FBW7 activator 0.0, TEAD-YAP block -0.8 and GPR151 ag 1.3.
For COC(=O)c1ccc(NC(=O)/C(=C/c2cccc([N+](=O)[O-])c2)NC(=O)c2ccccc2F)cc1 the results were MITF inh 10.4, FBW7 activator 0.1, TEAD-YAP block -1.3 and GPR151 ag -0.7.
O=[N+]([O-])c1ccc(OCC2COCCO2)cc1 (stereo not drawn) was read as MITF inh -8.9, FBW7 activator -0.3, TEAD-YAP block -0.6 and GPR151 ag -1.0.
C=CCOc1ccc(C2C(C(=O)c3cccs3)=C(O)C(=O)N2Cc2cccnc2)cc1 (stereo not drawn) was read as MITF inh 6.2, FBW7 activator -0.1, TEAD-YAP block 13.1 and GPR151 ag 0.1.
Screening CSc1cccc(NC(=O)CCNc2c(N3CCCC3)c(=O)c2=O)c1 returned MITF inh 3.9, FBW7 activator 0.1, TEAD-YAP block 1.8 and GPR151 ag 1.9.
`CN(C)c1ccc(-c2cnc3ccc(NC4CCOCC4)nn23)cc1` gave MITF inh 12.8, FBW7 activator -0.6, TEAD-YAP block -2.5 and GPR151 ag 0.8.
For O=C(/C=C/c1ccco1)N1CCN(c2ccc(-c3cccnc3)nn2)CC1 the results were MITF inh 17.8, FBW7 activator 0.3, TEAD-YAP block 1.0 and GPR151 ag -1.6.
`C[C@@H]1NC(=O)[C@H]2CN(C(=O)NC3CCCCC3)CCN2C1=O` gave MITF inh 77.2*, FBW7 activator -0.4, TEAD-YAP block 11.3 and GPR151 ag -0.7.
Screening CCOC(=O)C1=C(C)N=c2s/c(=C\c3ccc(-c4cc([N+](=O)[O-])ccc4C)o3)c(=O)n2C1c1ccc(F)cc1 (stereo not drawn) returned MITF inh -3.5, FBW7 activator -0.1, TEAD-YAP block -7.6 and GPR151 ag -0.4.
Screening Cc1cc(Br)ccc1NC(=O)c1sc2ncn(CC(=O)N3CCCC3)c(=O)c2c1C returned MITF inh 3.9, FBW7 activator 0.0, TEAD-YAP block -14.3 and GPR151 ag -0.3.
CCCCOC(=O)Nc1ccc(C(=O)OC)cc1 was read as MITF inh 3.4, FBW7 activator 0.1, TEAD-YAP block -41.9 and GPR151 ag 0.6.
CC(C)(C)c1ccc(C(=O)Nc2sccc2C#N)cc1 was read as MITF inh -5.7, FBW7 activator 0.1, TEAD-YAP block -5.5 and GPR151 ag -2.7.
Screening COC(=O)[C@H]1CN(C(=O)Cc2ccccc2O)C[C@@H]1c1ccc(F)cc1 returned MITF inh -5.2, FBW7 activator 0.0, TEAD-YAP block -5.4 and GPR151 ag 0.0.
COc1cccc(NC(=O)CN(CCc2ccccc2)S(=O)(=O)c2ccccc2)c1 was read as MITF inh 3.9, FBW7 activator 0.1, TEAD-YAP block 6.4 and GPR151 ag -0.4.
For O=C(c1ccccc1C(=O)N1CCOCC1)N1CCOCC1 the results were MITF inh 5.2, FBW7 activator -0.1, TEAD-YAP block -4.2 and GPR151 ag 1.0.
Screening COc1ccc(-c2csc(NC(=O)c3ccc(S(=O)(=O)N4CCCCC4)cc3)n2)c(OC)c1 returned MITF inh 14.7, FBW7 activator 1.0, TEAD-YAP block -1.4 and GPR151 ag 0.6.
